Source: PubChem BioAssay
TTR transcr act: increases transthyretin transcription; SH-SY5Y TTR promoter Gaussia luciferase, luminescence; 100% = recombinant luciferase protein wells; activation, % at 16.7 µM; actives 1.3% (n = 92,000); AID 1117267;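 active = activation above the mean of all tested compounds plus 3 SD, cut at about 9.5% in these data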;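 also: cells exposed to compounds for one day before reading; 0% = median of all test compound wells on the plate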
* marks the source's active call; other numbers are inactive results. A portion of the library; rates above refer to the full screens.

TTR transcr act	SMILES
2.2	CCc1ccc(-c2cnc3nc[nH]c(=O)c3n2)cc1
-1.3	Cc1cccc(CSc2nnc(CCNC(=O)OC(C)(C)C)o2)c1
-0.5	COc1ccccc1NC(=O)C(=O)N/N=C/c1cccs1
1.8	O=C(NCc1ccco1)c1cnc2ccccn2c1=O
1.0	CCc1cccc2c(C=C(C#N)C#N)cn(CC(=O)N3CCCCCC3)c12
-0.8	CSc1nc2ccc(N3C(=O)C4CCCCC4C3=O)cc2s1 (stereo not given)
0.9	COc1ccccc1/C=C\C=N\NC(=O)CCn1nnc2ccccc21
3.5	CCOC(=O)C1CCN(C(=S)NC2CC3C=CC2C3)CC1 (stereo not given)
1.6	CCc1n[nH]c(=S)n1/N=C/c1ccc2c(c1)OCO2
-4.2	O=C(Nc1nccs1)c1cn(-c2ccccc2)nc1-c1ccccc1
0.4	COc1ccc(-c2[nH]ncc2CN(C)Cc2ccccn2)c(OC)c1
-0.4	CCOc1ccc(NC(=O)NCCN2C(C)CCCC2C)cc1 (stereo not given)
0.0	Cc1ccccc1NC1=NC2(CCCC2)N=C(N)N1
1.1	CCn1c2c(c(=N)c3c1CCC3)CCC2
3.2	Cc1ccc(NCc2nnc(SCC(=O)Nc3nnc(C)s3)n2C)cc1
1.4	CCN(CC(=O)NCCc1ccccc1)S(=O)(=O)c1ccccc1
-2.0	COc1ccc(C(=O)NC2=NCCS2)c(OC)c1
5.4	COc1ccc(/C=C2/C(=O)N(Cc3ccccc3)N=C2C)cc1
1.2	CN(CC(=O)NCCc1ccc(S(N)(=O)=O)cc1)CC(=O)Nc1ccc(F)c(F)c1F
2.0	CSc1nc(C(=O)N2CCCC(C(=O)c3ccc(Cl)cc3)C2)cs1 (stereo not given)
12*	CCOC(=O)c1c(NC(=O)c2ccc(Br)o2)sc2c1CCCC2
0.8	O=C(CN1C(=O)C2CC=CCC2C1=O)Nc1nnc(SCc2ccc(F)cc2)s1 (stereo not given)
0.5	c1ccc2c(c1)ccc1nnc(SCc3ccc4c(c3)OCO4)n12
-1.4	O=[N+]([O-])c1ccc(Oc2ncccn2)cc1
-0.1	COc1cc(-c2nc(-c3cccc(C(F)(F)F)c3)no2)cc(OC)c1OC

Compounds above with a furan ring, fused or not:
TTR transcr act	SMILES
1.8	O=C(NCc1ccco1)c1cnc2ccccn2c1=O
12*	CCOC(=O)c1c(NC(=O)c2ccc(Br)o2)sc2c1CCCC2

The main list resumes with the three entries that preceded the break.
TTR transcr act	SMILES
0.5	c1ccc2c(c1)ccc1nnc(SCc3ccc4c(c3)OCO4)n12
-1.4	O=[N+]([O-])c1ccc(Oc2ncccn2)cc1
-0.1	COc1cc(-c2nc(-c3cccc(C(F)(F)F)c3)no2)cc(OC)c1OC
3.8	CC12CCC(C(S(=O)(=O)Nc3ccccc3)C1=O)C2(C)C (stereo not given)
-1.8	COc1ccc(CN(C)C(=O)Cn2ccc(NC(=O)OCc3ccccc3)nc2=O)cc1OC
-1.8	COC1C=CC(CNC(=O)c2cc3c(=O)n4cccc(C)c4nc3n2C)(OC)O1 (stereo not given)
1.1	C/C=C(/C)C(=O)O[C@@H]1Cc2c(ccc3ccc(=O)oc23)OC1(C)C
1.2	COc1ccc(C2NCCc3c2[nH]c2ccccc32)cc1CSc1nc2ccccc2s1 (stereo not given)
1.1	COc1ccccc1-n1cnnc1SCC(=O)Nc1cc(C)on1
7.1	CC(C)COc1ccc(C(=O)NC(=S)Nc2ccc(CN3CCOCC3)cc2)cc1
-1.6	O=c1cc(CO)oc(C(Nc2ccccn2)c2ccccc2Cl)c1O (stereo not given)
-2.0	COc1ccccc1NC(=O)NCc1ccccc1F
0.7	CC(NS(=O)(=O)c1ccc(F)cc1)C(=O)NCc1ccncc1 (stereo not given)
-0.3	O=C(Nc1ccc2c(c1)OCCO2)C(c1cc2ccccc2o1)N1CCN(c2ccc(F)cc2)CC1 (stereo not given)
-1.4	COc1ccc(C(=O)Nc2nc3ccc4nc(C)sc4c3s2)cc1
5.7	CN1C(=S)SC2CS(=O)(=O)CC21C (stereo not given)
-1.4	CCOc1cc(/C=C2\SC(=O)N=C2N)ccc1O
1.7	Cc1cc(NS(=O)(=O)c2ccc(NC(=O)CCCOc3ccccc3)cc2)no1
1.6	Cc1ccc(CN2CCN(c3ccccc3Cl)CC2)o1
-1.1	O=C(c1cccc(S(=O)(=O)N2CCCCCC2)c1)N1CCN(c2ccccc2)CC1
-0.9	COc1ccc(/C=C2\N=C(c3ccc(C)cc3)OC2=O)cc1
-1.5	CC(C)NC(=O)N(C)C[C@H]1Oc2cc(C#Cc3ccc(F)cc3)ccc2S(=O)(=O)N([C@H](C)CO)C[C@H]1C
-2.1	COC(CNC(=O)[C@H](Cc1ccccc1)NC(C)(C)C(=O)NC1CCCCC1)OC
-0.5	COc1ccccc1NC(=O)c1ccc2snnc2c1
3.9	CC(C)N1CCC1(C)C(=O)Nc1ccccc1OC(F)F (stereo not given)
3.0	Cc1nc(-c2cnn(-c3ccccc3)c2)c2cc(C)oc2n1
-1.1	CCCCNC(=O)COCc1cc(-c2ccc3c(c2)OCO3)on1
-1.7	Cc1ccc(CO/N=C\Cc2snc(Sc3ncc(C(F)(F)F)cc3Cl)c2C#N)cc1
0.6	COC(=O)c1ccc(C(=O)N2CCCC(N3CCN(c4ccc(F)cc4)CC3)C2)nc1 (stereo not given)
1.4	Cc1ccc(CNc2nc(N)c([N+](=O)[O-])c(NCCO)n2)cc1
-1.7	Cc1oc2ccc(O)cc2c1C(=O)c1ccc(F)cc1
-0.7	COc1ccc(-c2[nH]ncc2CN(CCO)Cc2cccs2)c(F)c1
-1.1	CCOC(=O)Cc1csc(N/C(=N/S(=O)(=O)c2ccc(Cl)cc2)c2ccccc2)n1
-1.8	COc1ccc(CC(=O)OCC(=O)Nc2ccc(Br)cc2)cc1
2.1	COc1ccc(Cc2nnc(NC(=O)c3ccccc3)s2)cc1OC
-1.2	Cc1cc2oc(=O)cc(CN3CCC(C)CC3)c2c(C)c1Cl
2.1	Cc1ccc(C2=NCCn3c2c2ccc(C(F)(F)F)cc2[n+]3[O-])cc1
0.7	O=C(O)c1cccc(NS(=O)(=O)c2ccc3c4c(cccc24)C(=O)N3)c1
6.1	COc1ccc([C@H]2CC(=O)C=C(c3ccc(C)cc3)C2)cc1
1.5	CCCCSc1nc2c(cnn2-c2ccc(F)cc2)c(=O)[nH]1
10*	O=C(NNc1nc2ccccc2nc1C(F)(F)F)c1ccccc1
1.7	O=C(NCc1cccnc1)C(=O)N/N=C/c1ccccc1[N+](=O)[O-]
1.3	Cc1ccc(C(C)C)c(OCCCCN2CCNCC2)c1
-4.1	COc1cc2sc(-c3ccc(S(C)(=O)=O)cc3)c(-c3ccc4c(c3)OCO4)c2cc1OC
-3.0	Cc1cc(Nc2ccccc2)n(-c2nc3ccccc3[nH]2)n1
0.6	Cc1cn(C2CCCO2)c(=O)nc1N (stereo not given)
3.3	Cc1ccc(C)c(S(=O)(=O)N2CCN(CC(=O)Nc3sccc3C#N)CC2)c1
-0.3	C[C@H]1C=C(C(=O)NCc2ccccc2)O[C@@H](OCc2ccc(CO)cc2)C1
3.0	CS(=O)(=O)NCc1nnc(SCc2ccc(C(F)(F)F)cc2)o1
0.1	CC(C)(C)OC(=O)N1O[C@H]2C=C[C@@H]1C2
0.0	CCOc1cc(/C=N/NC(=O)c2cc(C3CC3)[nH]n2)ccc1O
-1.9	N#Cc1c(C(F)(F)F)cc(=O)[nH]c1SCC(=O)O
-1.5	Nc1ccc2nc(-c3ccccc3)cnc2c1

Taken from above:
In TTR transcr act, CCOC(=O)c1c(NC(=O)c2ccc(Br)o2)sc2c1CCCC2 reads 12*
In TTR transcr act, CCc1ccc(-c2cnc3nc[nH]c(=O)c3n2)cc1 reads 2.2
In TTR transcr act, COc1ccc(-c2[nH]ncc2CN(C)Cc2ccccn2)c(OC)c1 reads 0.4
In TTR transcr act, Cc1ccc(CO/N=C\Cc2snc(Sc3ncc(C(F)(F)F)cc3Cl)c2C#N)cc1 reads -1.7
In TTR transcr act, O=[N+]([O-])c1ccc(Oc2ncccn2)cc1 reads -1.4

Later entries:
TTR transcr act	SMILES
0.2	O=C(NCCN1CCN(Cc2ccc([N+](=O)[O-])cc2)CC1)C(=O)Nc1ccccc1
2.0	Cn1c(=O)c2c(nc(CN3CCN(C(=O)c4ccco4)CC3)n2CCCO)n(C)c1=O
0.9	COc1ccc(OCC(=O)N2CCN(C(=O)c3cccs3)CC2)cc1
-6.6	O=C(c1cc(-c2ccc(Cl)cc2)n(-c2ccc(Cl)cc2)n1)N1CCOCC1
-0.4	O=C(NNC(=O)c1cnccn1)c1cccc([N+](=O)[O-])c1
2.0	COc1ccc(-n2c(=S)[nH]c3cc(C(=O)Nc4ccc(OC)c(OC)c4)ccc3c2=O)cc1
2.4	CCc1ccc(NC(=O)CS(=O)CC(=O)Nc2ccc(F)cc2F)cc1 (stereo not given)
-1.1	O=C(N/N=C/c1c(O)ccc2ccccc12)c1[nH]ncc1Br
-2.4	COc1ccc(CN2CCC(C(=O)Nc3ccc(Oc4cccnc4)cc3)CC2)c(C)c1C
-1.9	COc1ccc(CCNC(=O)CN(C2CCCCC2)S(C)(=O)=O)cc1
-2.6	O=C(c1ccc(Cl)c(Cl)c1)N1CCC(=O)N([C@H](COCc2cccc(C(F)(F)F)c2)Cc2ccccc2)CC1
-1.9	CC(C)CNC(=S)N1CCC(C(=O)c2ccc(F)cc2)CC1
0.4	C[C@@H]1CN([C@@H](C)CO)C(=O)CCCn2nncc2CO[C@@H]1CN(C)S(=O)(=O)c1ccc(Oc2ccccc2)cc1
7.7	O=C(CSc1nnc(NC(=O)c2cccc(Br)c2)s1)NCC1CCCO1 (stereo not given)
0.3	Cn1c(N)c(N2CCCCC2)c(=O)n(CC(=O)Nc2ccc(Cl)c(Cl)c2)c1=O
2.2	COc1ccccc1OCCOc1ccc(/C=C2\C(=N)N3N=C(C)SC3=NC2=O)cc1
9.3	Nc1nnc(SCC(=O)NCCOc2ccccc2)s1
-0.7	COc1cccc(-c2nc3ccc([N+](=O)[O-])cc3o2)c1
-2.7	Cc1cccc(NC(=S)NN2CCOCC2)c1C
-0.3	O=C(CCS(=O)(=O)Cc1ccccc1)Nc1ccc2c(c1)OCCO2
3.4	C/C(=C\c1ccco1)CN1CCN(Cc2ccc(C)o2)C(CCO)C1 (stereo not given)
4.3	COc1ccc(N2CC(C(=O)N(CC(C)C)c3c(N)n(Cc4ccccc4)c(=O)[nH]c3=O)CC2=O)c(OC)c1 (stereo not given)
1.4	O=c1[nH]c(C2CCN(S(=O)(=O)c3ccc(S(=O)(=O)NC4CC4)cc3)CC2)nc2c1nnn2Cc1ccc(F)cc1
1.9	COC(=O)C[C@@H]1CC[C@H]2[C@@H](COc3ccc(NC(=O)Nc4ccc(C)cc4)cc3C(=O)N2C)O1
2.3	COc1ccc(OC)c(S(=O)(=O)N2CCC(C(=O)N3CCCCCC3)CC2)c1
1.7	Clc1nc(-c2cccnc2)nc2scc(-c3ccccc3)c12
1.1	Cc1cc(C)cc(NC(=O)c2cccn2-c2ncc(C(F)(F)F)cc2Cl)c1
-0.9	COc1ccc2cc3cc(C(=O)Nc4cc(OC)c(OC)c(OC)c4)oc3nc2c1
-2.1	COc1ccc(C(CCN(Cc2ccc(OC)c(OC)c2)C(C)=O)c2ccccc2)cc1 (stereo not given)
2.1	O=C(Nc1ccccc1C(F)(F)F)N1CCN(c2ccc3nnc(-c4ccc(F)cc4)n3n2)CC1
0.7	COc1ccc(CCC(=O)OCC(=O)Nc2sccc2C(N)=O)cc1
-0.9	O=C(Nc1ccccc1C(=O)N1CCOCC1)C1CCC(=O)N1C1CCCC1 (stereo not given)
-0.9	CCC(Oc1ccccc1)C(=O)O/N=C(\N)c1ccc(OC)c(OC)c1 (stereo not given)
-0.1	O=C(O)c1ccccc1/C=N/NC(=S)NCc1ccccc1
-1.2	Cn1nccc1NC(=O)Nc1cccc([N+](=O)[O-])c1
-1.4	COc1ccc(Cn2nnc3c(C)n[nH]c(=O)c32)cc1
35*	CCOc1ccccc1/C=C/c1cc(C(=O)O)c2ccccc2n1
-0.1	Cc1cc(C)cc(C(=O)N2CCN=C2c2ccccc2)c1
-0.5	Cc1nn(Cc2c(Cl)cccc2Cl)c(C)c1NC(=O)/C=C/c1cnn(C)c1C
3.3	CSc1c(CC(=O)Nc2ccccc2)n(Cc2ccccc2)c2ccccc12
2.3	CCn1cc(/C=N\NC(=O)COc2cccc(C)c2C)c(C)n1
-1.9	CC(=O)c1cccc(Nc2nc(-c3ccccc3)nc3ccccc23)c1
0.1	Cc1cccc(-n2c(SCC(=O)N3CCN(c4ccccn4)CC3)nnc2N2CCOCC2)c1
0.3	Cc1ccccc1OCc1nnc(SCC(=O)NC2CCCCC2)o1
-1.5	CC(C)CCn1c(Cl)nc2c1c(=O)n(C)c(=O)n2C
1.1	O=C(COC(=O)Cc1cccc(C(F)(F)F)c1)Nc1cccc2ccccc12
-2.0	Cc1cccc(NC(=O)c2nc[nH]c2C(=O)NCCCNC(=O)c2[nH]cnc2C(=O)Nc2cccc(C)c2)c1
-0.2	O=C(NCc1cccnc1)c1ccccc1[N+](=O)[O-]
-1.0	COc1cc(Cn2cc([C@]34C[C@H]5C(=O)N(C)CC(=O)N5[C@H]3N(S(=O)(=O)c3ccccc3)c3ccccc34)c3ccccc32)cc(OC)c1
-1.7	CNC(=O)c1ccccc1NC(=O)C1CC(=O)N(c2ccc(OC)cc2)C1 (stereo not given)

(next part)
TTR transcr act	SMILES
0.5	CC(C)n1nnnc1SCC(=O)N1N=C(c2cccs2)CC1c1cccs1 (stereo not given)
-0.8	O=S1(=O)Cc2cc3ccccc3cc2C1
0.5	O=C(CCCCCCCC(=O)N1CCCCCC1)N1CCCCCC1
0.6	CCCc1cc(=O)n2[nH]c(NCc3ccccc3Cl)nc2n1

Four compounds picked at random from the list so far:
TTR transcr act	SMILES
0.5	CC(C)n1nnnc1SCC(=O)N1N=C(c2cccs2)CC1c1cccs1 (stereo not given)
0.5	O=C(CCCCCCCC(=O)N1CCCCCC1)N1CCCCCC1
-0.8	O=S1(=O)Cc2cc3ccccc3cc2C1
0.6	CCCc1cc(=O)n2[nH]c(NCc3ccccc3Cl)nc2n1
